hERG rescue: shields human hERG channel from block by proarrhythmic agents; CHO-hERG, FluxOR thallium flux, dofetilide IC70 present; activation (rescue from dofetilide block), less the hit threshold, % at 10 µM; 310,000 tested, 0.51% active;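 active = activation above the mean of controls blocked by dofetilide plus 5 SD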;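 note: thallium influx through hERG after potassium depolarization seen as dye fluorescence rise; in these data hits start at about 4.7%; inactives centre near -7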
KCNK9 inh: blocks the human KCNK9 two-pore domain potassium channel | HEK293 KCNK9, FluxOR thallium flux fluorescence; active compounds read low | B-score at 10 µM | AID 488922 | Q9NPC2 | 310,000 tested, 1.2% active;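 active = ratio B-score over 3 SD below the library mean, with starting fluorescence within 5 SD of its mean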;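 note: negative B-score means less thallium flux so channel inhibition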
TMEM16A inh: mouse TMEM16A channel inhibition, primary screen. Q8BHY3. HEK293 TMEM16A/YFP iodide influx fluorescence, ionomycin. normalized B-score (activity score, 25-100; higher = stronger inhibition) at 10 µM. 310,000 tested, 1.2% active;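 active = ratio plate-corrected score three or more library SD toward inhibition, starting fluorescence score within five deviations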;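 note: score derived from kinetic fluorescence span divided by baseline fluorescence per well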
KCNQ1 inh: human KCNQ1 channel inhibition | P51787 | CHO-K1 KCNQ1, FluxOR thallium flux fluorescence; active compounds read high | B-score at 10 µM | 310,000 tested, 1.3% active;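 active = compounds whose thallium flux B-score, printed positive for inhibition, exceeds three library SD while starting fluorescence stays within three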;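 note: channel opened by potassium depolarization with thallium stimulus after 20 min compound exposure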
DYRK1A inh: Dyrk1A (rat) kinase inhibition. inhibition, % at 12.5 µM. ADP-Glo luminescence, NFATc1 peptide. 310,000 tested, 0.43% active. AID 504441; in the data active = inhibition above about 50%;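 note: plate controls were vehicle with enzyme for no effect and no enzyme for full effect; many of its hits are not listed in these tables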
TRPC4 potent: TRPC4 (mouse) allosteric potentiation. Q9QUQ5. HEK293 TRPC4beta/mu-opioid, DAMGO EC20, Fluo-4 Ca2+ flux; active compounds read high. B-score at 10 µM. 310,000 tested, 0.42% active;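 active = B-score of calcium response area above 5 SD of library B-scores, with initial fluorescence ratio within 5 SD of library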;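 note: B-score of integrated fluorescence ratio over time as area under calcium response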
Target sequence (Q9QUQ5 whole entry, looked up): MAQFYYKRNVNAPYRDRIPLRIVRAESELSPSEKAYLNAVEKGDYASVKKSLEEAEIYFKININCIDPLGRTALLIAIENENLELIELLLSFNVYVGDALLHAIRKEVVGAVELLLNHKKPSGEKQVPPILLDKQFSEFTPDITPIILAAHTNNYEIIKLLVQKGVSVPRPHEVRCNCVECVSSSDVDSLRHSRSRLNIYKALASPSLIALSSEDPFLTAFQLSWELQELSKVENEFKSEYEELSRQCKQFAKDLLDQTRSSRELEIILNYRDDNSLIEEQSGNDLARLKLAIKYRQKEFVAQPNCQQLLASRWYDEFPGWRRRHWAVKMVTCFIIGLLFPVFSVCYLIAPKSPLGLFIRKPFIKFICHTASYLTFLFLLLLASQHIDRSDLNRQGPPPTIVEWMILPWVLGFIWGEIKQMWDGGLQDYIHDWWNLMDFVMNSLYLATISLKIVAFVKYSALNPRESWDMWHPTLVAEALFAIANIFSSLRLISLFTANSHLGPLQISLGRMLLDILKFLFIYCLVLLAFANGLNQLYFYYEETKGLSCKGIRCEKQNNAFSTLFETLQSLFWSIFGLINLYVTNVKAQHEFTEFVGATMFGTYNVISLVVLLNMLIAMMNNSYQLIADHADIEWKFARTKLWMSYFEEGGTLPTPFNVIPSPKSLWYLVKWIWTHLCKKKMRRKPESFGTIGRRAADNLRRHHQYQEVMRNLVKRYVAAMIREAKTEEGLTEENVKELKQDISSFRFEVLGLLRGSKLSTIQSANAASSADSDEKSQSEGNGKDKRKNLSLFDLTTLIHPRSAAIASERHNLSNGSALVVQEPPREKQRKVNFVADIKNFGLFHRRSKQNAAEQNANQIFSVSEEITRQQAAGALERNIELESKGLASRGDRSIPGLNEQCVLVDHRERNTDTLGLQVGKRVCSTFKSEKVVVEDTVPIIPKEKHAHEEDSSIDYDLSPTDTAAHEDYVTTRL
TRPC4 agonist: opens the mouse TRPC4 cation channel. Q9QUQ5. HEK293 TRPC4beta/mu-opioid, Fluo4 calcium fluorescence; active compounds read high. B-score at 10 µM. 310,000 tested, 0.49% active;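 active = B-score above 5 SD of library B-scores, and initial fluorescence ratio not above library mean plus 5 SD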;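 note: positive B-score marks a calcium rise read as TRPC4 activation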
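system = HEK293 cells stably co-expressing mouse TRPC4beta and mu-opioid receptor | schedule = Fluo4 dye loading 45 min at room temperature, 110 s recording | measure = B-scored integrated calcium fluorescence ratio | signal = Fluo4 calcium-sensitive dye fluorescence, kinetic, 1 Hz baseline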
HDAC3 inhib: human HDAC3 inhibition. O15379. 320,000 tested, 0.15% active. recombinant HDAC3, fluorogenic peptide/trypsin coupled, fluorescence. inhibition, % at 8.3 µM; in the data active = inhibition above about 26%, passing the limit was not always enough
ANO1 activ: mouse TMEM16A channel activation, primary screen; B-score at 10 µM; HEK293 TMEM16A/YFP-H148Q/I152L, iodide quench fluorescence; active compounds read low; 340,000 tested, 0.3% active;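 active = fluorescence-ratio B-score plate-corrected deviation score at least 3 library SD below zero, with starting fluorescence score within 5 deviations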;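 note: channel opened by trigger with iodide after compound preincubation; score built on the fluorescence ratio of max minus min over baseline; more negative score means more quench and so TMEM16A activation or potentiation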
KCNK3 block: human KCNK3 channel inhibition, primary screen; O14649; CHO-KCNK3 thallium flux, FluxOR fluorescence; active compounds read low; B-score at 10 µM; 340,000 tested, 0.84% active;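 active = B-score under library mean minus 4 SD, starting fluorescence ratio at most library mean plus 5 SD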;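 note: more negative B-score means stronger inhibition of thallium flux through KCNK3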
KCNQ1 act: human KCNQ1 channel potentiation or activation; P51787; CHO-K1 KCNQ1, thallium flux FluxOR fluorescence; active compounds read high; B-score at 10 µM; 310,000 tested, 0.35% active;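 active = fluorescence ratio B-score, a plate-corrected score, at least three library SD, with initial intensity B-score within 5 SD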
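Doses: Single concentration per compound, DMSO matched to controls | Test system: KCNQ1-transfected CHO-K1 cells | Timing: 90 min dye loading and 20 min compound exposure, both at room temperature | Measured by: Kinetic FluxOR thallium fluorescence, 10-s 1-Hz baseline, 110-s post-stimulus read | Medium: Assay buffer with matched DMSO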
* marks the source's active call; other numbers are inactive results. This is a subset. The share of hits here may be higher or lower than overall.

What do the screens show for `Cc1ccnc(NC(=O)CN2C(=O)c3ccccc3S2(=O)=O)c1`?
hERG rescue: -13; KCNK9 inh: inactive; TMEM16A inh: inactive; KCNQ1 inh: inactive; DYRK1A inh: -3; TRPC4 potent: inactive; TRPC4 agonist: inactive; HDAC3 inhib: 1; ANO1 activ: inactive; KCNK3 block: inactive; KCNQ1 act: inactive

Results for COC(=O)CNc1nc(-c2cccnc2)nc2ccccc12 ?
TMEM16A inh: inactive; DYRK1A inh: 39; HDAC3 inhib: 3; ANO1 activ: inactive; KCNK3 block: inactive

What do the screens show for `Cc1ccc(-c2nnc(Nc3ccc(CC(N)=O)cc3)c3ccccc23)cc1S(=O)(=O)NCCO`?
hERG rescue: -8; KCNK9 inh: inactive; TMEM16A inh: inactive; KCNQ1 inh: inactive; DYRK1A inh: -2; TRPC4 potent: inactive; TRPC4 agonist: inactive; HDAC3 inhib: 3; ANO1 activ: inactive; KCNK3 block: inactive; KCNQ1 act: inactive

How did COc1ccc(-c2nc(CS(=O)CC(=O)NCc3ccco3)c(C)o2)cc1OC (stereo not drawn) do in these assays?
hERG rescue: -10; KCNK9 inh: inactive; TMEM16A inh: inactive; KCNQ1 inh: inactive; DYRK1A inh: 6; TRPC4 potent: inactive; TRPC4 agonist: inactive; ANO1 activ: inactive; KCNK3 block: inactive; KCNQ1 act: inactive

Results for CCOC(=O)N1CCN(C(=O)CCSc2ccc(Cl)cc2)CC1 ?
hERG rescue: -10; KCNK9 inh: inactive; TMEM16A inh: inactive; KCNQ1 inh: inactive; DYRK1A inh: -6; TRPC4 potent: inactive; TRPC4 agonist: inactive; HDAC3 inhib: -1; ANO1 activ: inactive; KCNK3 block: inactive; KCNQ1 act: inactive

Results for COc1ccc(N2CCN(C(c3ccccc3OC)c3nnnn3C3CCCC3)CC2)cc1 (stereo not drawn) ?
hERG rescue: -11; KCNK9 inh: inactive; KCNQ1 inh: inactive; DYRK1A inh: -3; TRPC4 potent: inactive; TRPC4 agonist: inactive; ANO1 activ: inactive; KCNK3 block: inactive; KCNQ1 act: inactive

How did CCOC(=O)C1CCN(C(=O)C2CCN(S(=O)(=O)N3CCC4(CC3)OCCO4)CC2)CC1 do in these assays?
hERG rescue: -2; KCNK9 inh: inactive; TMEM16A inh: inactive; KCNQ1 inh: inactive; DYRK1A inh: -3; TRPC4 potent: inactive; TRPC4 agonist: inactive; HDAC3 inhib: -2; ANO1 activ: inactive; KCNK3 block: inactive; KCNQ1 act: inactive

What do the screens show for `COC1CCCN(Cc2nc(Cc3ccccc3F)no2)C1` (stereo not drawn)?
hERG rescue: -8; KCNK9 inh: inactive; TMEM16A inh: inactive; KCNQ1 inh: inactive; DYRK1A inh: -3; TRPC4 potent: inactive; TRPC4 agonist: inactive; HDAC3 inhib: 2; ANO1 activ: inactive; KCNK3 block: inactive; KCNQ1 act: inactive

Results for Cc1cc(OC(C(=O)O)c2ccccc2)c2c(C)c(Cc3ccccc3)c(=O)oc2c1 (stereo not drawn) ?
hERG rescue: -7; KCNK9 inh: inactive; TMEM16A inh: inactive; KCNQ1 inh: inactive; DYRK1A inh: -2; TRPC4 potent: inactive; TRPC4 agonist: inactive; HDAC3 inhib: -15; ANO1 activ: inactive; KCNK3 block: inactive; KCNQ1 act: inactive

How did Cc1c(C)c2ccc(O)c(CN3CCN(C)CC3)c2oc1=O do in these assays?
hERG rescue: -3; KCNK9 inh: inactive; TMEM16A inh: inactive; KCNQ1 inh: inactive; DYRK1A inh: 3; TRPC4 potent: inactive; TRPC4 agonist: inactive; HDAC3 inhib: -228; ANO1 activ: inactive; KCNK3 block: inactive; KCNQ1 act: inactive

Results for Cn1c(N2CCOCC2)nc2c1c(=O)n(Cc1ccc(Cl)cc1)c(=O)n2C ?
hERG rescue: -14; KCNK9 inh: inactive; TMEM16A inh: inactive; KCNQ1 inh: inactive; DYRK1A inh: -2; TRPC4 potent: inactive; TRPC4 agonist: inactive; HDAC3 inhib: 2; ANO1 activ: inactive; KCNK3 block: inactive; KCNQ1 act: inactive

Results for CCN(CC)C(=O)COc1ccc2c(-c3ccccc3)cc(=O)oc2c1 ?
hERG rescue: -7; KCNK9 inh: inactive; TMEM16A inh: inactive; KCNQ1 inh: inactive; DYRK1A inh: 8; TRPC4 potent: inactive; TRPC4 agonist: inactive; HDAC3 inhib: 1; ANO1 activ: inactive; KCNK3 block: inactive; KCNQ1 act: inactive

What do the screens show for `O=S(=O)(Nc1ccc(N2CCCCC2)cc1)c1ccc(F)c(F)c1`?
hERG rescue: -5; KCNK9 inh: inactive; TMEM16A inh: inactive; KCNQ1 inh: inactive; DYRK1A inh: -8; TRPC4 potent: inactive; TRPC4 agonist: inactive; HDAC3 inhib: -4; ANO1 activ: inactive; KCNK3 block: inactive; KCNQ1 act: inactive

How did O=C(c1ccc(NS(=O)(=O)c2cccc(F)c2)cc1)N1CCCC1 do in these assays?
hERG rescue: -11; KCNK9 inh: inactive; TMEM16A inh: inactive; KCNQ1 inh: inactive; DYRK1A inh: 2; TRPC4 potent: inactive; TRPC4 agonist: inactive; HDAC3 inhib: 7; ANO1 activ: inactive; KCNK3 block: inactive; KCNQ1 act: inactive

How did Cc1ccn2cc(CCNC(=O)Cc3cccs3)nc2c1 do in these assays?
hERG rescue: -9; KCNK9 inh: inactive; TMEM16A inh: inactive; KCNQ1 inh: inactive; DYRK1A inh: -1; TRPC4 potent: inactive; TRPC4 agonist: inactive; HDAC3 inhib: -3; ANO1 activ: inactive; KCNK3 block: inactive; KCNQ1 act: inactive

How did COCCOc1ccc(C(F)(F)F)cc1NC(=O)c1ccccc1F do in these assays?
hERG rescue: 0; KCNK9 inh: inactive; TMEM16A inh: inactive; KCNQ1 inh: inactive; DYRK1A inh: 0; TRPC4 potent: inactive; TRPC4 agonist: inactive; HDAC3 inhib: -5; ANO1 activ: inactive; KCNK3 block: inactive; KCNQ1 act: inactive

Results for CC(=O)C1C(c2ccc(F)cc2)NC(=O)NC1(O)C(F)(F)F (stereo not drawn) ?
hERG rescue: -9; KCNK9 inh: inactive; TMEM16A inh: inactive; KCNQ1 inh: inactive; DYRK1A inh: 0; TRPC4 potent: inactive; TRPC4 agonist: inactive; HDAC3 inhib: -3; ANO1 activ: inactive; KCNK3 block: inactive; KCNQ1 act: inactive

How did CC(C)c1ccc(CNNC(=O)c2ccccc2)cc1 do in these assays?
hERG rescue: -5; KCNK9 inh: inactive; TMEM16A inh: inactive; KCNQ1 inh: inactive; DYRK1A inh: -2; TRPC4 potent: inactive; TRPC4 agonist: inactive; HDAC3 inhib: -1; ANO1 activ: inactive; KCNK3 block: inactive; KCNQ1 act: inactive

Results for COc1ccc(-n2c(=O)cc(N3CC(C)OC(C)C3)[nH]c2=O)cc1 (stereo not drawn) ?
hERG rescue: -10; KCNK9 inh: inactive; TMEM16A inh: inactive; KCNQ1 inh: inactive; DYRK1A inh: 0; TRPC4 potent: inactive; TRPC4 agonist: inactive; HDAC3 inhib: -9; ANO1 activ: inactive; KCNK3 block: inactive; KCNQ1 act: inactive

What do the screens show for `Cc1ccc(NCc2nnc(SCC(=O)OC3CCCCC3)o2)c(C)c1`?
hERG rescue: -23; KCNK9 inh: inactive; TMEM16A inh: inactive; KCNQ1 inh: inactive; DYRK1A inh: 2; TRPC4 potent: inactive; TRPC4 agonist: inactive; HDAC3 inhib: 14; ANO1 activ: inactive; KCNK3 block: inactive; KCNQ1 act: inactive

How did O=C(CNC(=O)c1ccccc1O)N/N=C/c1ccccn1 do in these assays?
hERG rescue: -17; KCNK9 inh: inactive; TMEM16A inh: inactive; KCNQ1 inh: inactive; DYRK1A inh: 10; TRPC4 potent: inactive; TRPC4 agonist: inactive; HDAC3 inhib: -1; ANO1 activ: inactive; KCNK3 block: inactive; KCNQ1 act: inactive

Results for Cc1c(C(=O)O)sc2ncn(C)c(=O)c12 ?
hERG rescue: -11; KCNK9 inh: inactive; TMEM16A inh: inactive; KCNQ1 inh: inactive; DYRK1A inh: 0; TRPC4 potent: inactive; TRPC4 agonist: inactive; HDAC3 inhib: 9; ANO1 activ: inactive; KCNK3 block: inactive; KCNQ1 act: inactive

Results for O=S(=O)(c1ccccc1)c1nc(-c2ccco2)oc1NCCN1CCOCC1 ?
hERG rescue: -6; KCNK9 inh: inactive; TMEM16A inh: inactive; KCNQ1 inh: inactive; DYRK1A inh: 2; TRPC4 potent: inactive; TRPC4 agonist: inactive; HDAC3 inhib: 6; ANO1 activ: inactive; KCNK3 block: inactive; KCNQ1 act: inactive

How did O=C1CC(c2cc(-c3ccccc3)no2)C1 do in these assays?
hERG rescue: -4; KCNK9 inh: inactive; TMEM16A inh: inactive; KCNQ1 inh: inactive; DYRK1A inh: 1; TRPC4 potent: inactive; TRPC4 agonist: inactive; HDAC3 inhib: 0; ANO1 activ: inactive; KCNK3 block: inactive; KCNQ1 act: inactive

What do the screens show for `CC(=O)Nc1ccc(N2CCN(Cc3ccccc3)CC2)cc1`?
hERG rescue: -5; KCNK9 inh: inactive; TMEM16A inh: inactive; KCNQ1 inh: inactive; DYRK1A inh: -4; TRPC4 potent: inactive; TRPC4 agonist: inactive; HDAC3 inhib: 4; ANO1 activ: inactive; KCNK3 block: inactive; KCNQ1 act: inactive

How did C=CCn1c(C)cc(C2=NNC(=NCC)SC2)c1C do in these assays?
hERG rescue: -12; KCNK9 inh: inactive; TMEM16A inh: inactive; KCNQ1 inh: inactive; DYRK1A inh: 9; TRPC4 potent: inactive; TRPC4 agonist: inactive; HDAC3 inhib: 5; ANO1 activ: inactive; KCNK3 block: inactive; KCNQ1 act: inactive

Results for COc1ccccc1NC(=O)c1cc(C(=O)Nc2ccccc2OC)n(C)n1 ?
hERG rescue: -4; KCNK9 inh: inactive; TMEM16A inh: inactive; KCNQ1 inh: inactive; DYRK1A inh: 2; TRPC4 potent: inactive; TRPC4 agonist: inactive; HDAC3 inhib: -4; ANO1 activ: inactive; KCNK3 block: inactive; KCNQ1 act: inactive

How did CC(C)CN1CN(S(=O)(=O)c2cccs2)c2nc3ccccc3nc21 do in these assays?
hERG rescue: -11; KCNK9 inh: inactive; KCNQ1 inh: inactive; TRPC4 potent: inactive; TRPC4 agonist: inactive; KCNQ1 act: inactive

No new results follow: entries from further up.
Results for COc1ccccc1NC(=O)c1cc(C(=O)Nc2ccccc2OC)n(C)n1 ?
hERG rescue: -4; KCNK9 inh: inactive; TMEM16A inh: inactive; KCNQ1 inh: inactive; DYRK1A inh: 2; TRPC4 potent: inactive; TRPC4 agonist: inactive; HDAC3 inhib: -4; ANO1 activ: inactive; KCNK3 block: inactive; KCNQ1 act: inactive

How did CC(C)CN1CN(S(=O)(=O)c2cccs2)c2nc3ccccc3nc21 do in these assays?
hERG rescue: -11; KCNK9 inh: inactive; KCNQ1 inh: inactive; TRPC4 potent: inactive; TRPC4 agonist: inactive; KCNQ1 act: inactive

Source: PubChem (several laboratories)
